Assay outcomes: PubChem, several laboratories
Vc quorum ag: induces V. cholerae light production without autoinducers | activation, % at 18.7 µM | V. cholerae BH1578 lux reporter, luminescence, 6 h | hit rate 0.16% among 350,000; in the data active = activation mostly above about 9.7%, no sharp cut-off; note: not every result past the cut was called active; inactives centre near 0; reference of the scale not given here
Y pestis TopoI: inhibitors of Yersinia pestis topoisomerase I. activity, % at 10 µM. hit rate 0.064% among 360,000. AID 504884. Y. pestis Topo-I cleavage product accumulation, plate reader; in the data active = activity above about 50%, passing the limit was not always enough; note: inactives centre near 2
TcdB inh: inhibitors of Clostridioides difficile toxin B glycohydrolase | TcdB glycohydrolase enzymatic assay, plate reader | AID 652162 | hit rate 0.24% among 350,000 | inhibition, % at 9.99 µM | P18177; in the data active = inhibition above about 10%
BioA inh: blocks M. tuberculosis BioA enzyme activity; purified M. tuberculosis BioA enzyme, plate reader; inhibition, % at 9.99 µM; hit rate 0.096% among 360,000; AID 602481; in the data active = inhibition above about 40%
PfHsp40 rescue: restores yeast growth despite PfHsp40 toxicity | S. cerevisiae expressing PfHsp40, growth rescue, ATP luminescence | AID 504582 | hit rate 0.68% among 340,000 | growth rescue, % at 12.5 µM; in the data active = growth rescue above about 28%, passing the limit was not always enough;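 note: yeast W303a lacking pdr1 and pdr3 grown in galactose medium; growth measured after three days at 30 °C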
FBA Mtb inh: inhibits M. tuberculosis FBA enzyme. hit rate 2.3% among 360,000. purified M. tuberculosis FBA, fluorescence read-out. inhibition, % at 1 µM. P9WQA3; in the data active = inhibition above about 27%;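 note: 0% = vehicle and 100% = reference inhibitor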
FadD28 FP inh: inhibitors of Mycobacterium tuberculosis FadD28 bisubstrate binding. FadD28 bisubstrate probe binding, fluorescence polarization. inhibition, % at 12.5 µM. hit rate 0.22% among 360,000; in the data active = inhibition above about 8.5%, passing the limit was not always enough
GDH-TPI counter: inhibits GDH-TPI coupling enzymes, artifact for Mtb FBA screen. GDH-TPI coupled enzyme counterscreen, NADH absorbance. inhibition, % at 4.8 µM. hit rate 1.2% among 360,000. AID 588335; in the data active = inhibition above about 30%;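 note: 0% = DMSO wells and 100% = wells lacking the enzyme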
Mtb UGM inh: blocks M. tuberculosis UGM enzyme. P9WIQ1. purified UGM, fluorescence polarization probe displacement. hit rate 0.06% among 320,000. inhibition, % at 10 µM; in the data active = inhibition above about 10%, passing the limit was not always enough
Active calls of the source: *; i = inactive; · = no result given; & = joins results of further samples.

SMILES	Vc quorum ag	Y pestis TopoI	TcdB inh	BioA inh	PfHsp40 rescue	FBA Mtb inh	FadD28 FP inh	GDH-TPI counter	Mtb UGM inh
O=C(NNC(=S)NC(=O)c1cccc([N+](=O)[O-])c1)c1ccc(Br)cc1	1.4	-1	7.0	-0.6	7.1	0	2.3	17	3.1
Cc1ccc2nc(COC(=O)c3cccnc3Cl)cc(=O)n2c1	-2.5	-8	-0.1	1.8	·	14	-3.2	17	·
CCN(c1ccccc1)S(=O)(=O)c1ccc(Cl)c(NC(=O)CN(C)C2CCN(C)CC2)c1	-0.5	-4	1.6	1.3	0.4	2	-0.3	-5	-0.9
CC(c1c(O)c2ccccc2[nH]c1=O)C1(C)CCC(O)C(C)(C)O1 (stereo unspecified)	-0.3	-2	0.3	-0.4	-0.2	2	-2.1	-4	0.0
O=C(CCc1ccc(O)cc1)NNC(=S)NCCc1ccccc1	i	-1	0.8	8.6	0.6	0	-0.9	-7	-0.4
O=C(c1cccn(Cc2ccc(Cl)c(Cl)c2)c1=O)N1CCOCC1	0.2	-8	·	-0.2	-0.6	3	-2.7	-8	0.7
COc1ccccc1CNC(=O)Cn1nc(C)c([N+](=O)[O-])c1C	-0.5	3	1.2	0.0	-0.7	1	-2.3	-1	-0.4
COc1cc(-c2nc(-c3ccc(Br)o3)no2)cc(OC)c1OC	-0.3	2	-0.7	0.6	-1.2	0	-0.2	-3	3.3
CC(=O)N1c2ccc(S(=O)(=O)N3CCC(C(=O)Nc4cccc(C)c4)CC3)cc2CC1C (stereo unspecified)	-2.1	19	1.1	1.7	1.9	0	-0.4	0	0.3
CC(C)CC1C(=O)N(Cc2cn(CC3CCCCC3)nn2)CCS(=O)(=O)N1Cc1ccc(-c2ccncc2)cc1 (stereo unspecified)	-0.3	15	0.6	·	·	3	-3.2	3	·
Cc1cccc(NC(=O)CS(=O)(=O)Cc2ccccc2)n1	i	-7	·	-0.6	-0.7	-3	-0.4	9	-3.2
CCC(CC)COC(=O)C1=C(C)NC(=O)NC1c1ccc2c(c1)OCO2 (stereo unspecified)	3.0	4	2.3	-1.8	-1.4	0	-3.2	3	1.6
C=CCn1c(SCC#N)nc2c(c1=O)C(C)(C)Cc1ccccc1-2	-0.4	13	·	11	4.1	1	-2.8	1	0.5
Cc1ccc(Nc2c([N+](=O)[O-])cc(C(=O)N3CC(=O)Nc4ccccc43)cc2[N+](=O)[O-])c(C)c1	1.4	13	·	-1.4	-0.2	-5	-2.2	4	-0.9
Cc1cc(O)cc2c1C1CCC3(C)C(=O)CCC3C1C=C2 (stereo unspecified)	·	-7	1.4	·	3.5	6	0.2	2	·

Profiles as entered above. Values in the order: Vc quorum ag	Y pestis TopoI	TcdB inh	BioA inh	PfHsp40 rescue	FBA Mtb inh	FadD28 FP inh	GDH-TPI counter	Mtb UGM inh
C=CCn1c(SCC#N)nc2c(c1=O)C(C)(C)Cc1ccccc1-2 in the list: -0.4	13	·	11	4.1	1	-2.8	1	0.5
Cc1ccc(Nc2c([N+](=O)[O-])cc(C(=O)N3CC(=O)Nc4ccccc43)cc2[N+](=O)[O-])c(C)c1 in the list: 1.4	13	·	-1.4	-0.2	-5	-2.2	4	-0.9
Cc1ccc2nc(COC(=O)c3cccnc3Cl)cc(=O)n2c1 in the list: -2.5	-8	-0.1	1.8	·	14	-3.2	17	·

(listing goes on)
SMILES	Vc quorum ag	Y pestis TopoI	TcdB inh	BioA inh	PfHsp40 rescue	FBA Mtb inh	FadD28 FP inh	GDH-TPI counter	Mtb UGM inh
CCn1c(SCC(=O)NCc2ccc3c(c2)OCO3)nnc1-c1ccncc1	0.0	2	-1.5	-1.7	0.3	-2	-1.0	0	-0.7
N#CCc1nc2ccccc2c(=O)[nH]1	-0.1	2	-0.6	1.9	-1.3	2	-0.7	12	1.1
Cc1ccc(C2=[N+]([O-])C3(CCCCC/C3=N\NC(N)=O)N(O)C2(C)C)o1 (stereo unspecified)	-0.1	-5	·	-1.8	-1.9	-6	-1.0	18	1.5
CCCc1[nH]nc2c1C(c1ccccc1OC)C(C#N)=C(N)O2 (stereo unspecified)	-1.6	1	·	0.1	-1.5	-6	-3.8	1	-2.5
O=C(Nc1ccccc1)c1cccnc1N1CCCC1	-2.7	4	·	·	1.2	0	0.3	18	-0.6
Cc1ccc(N2C(=O)SC(Cc3ccccc3)C2=O)cc1 (stereo unspecified)	i	7	-0.7	-1.3	2.5	2	-3.1	6	-5.1
CCn1nnc(NC(=O)c2ccc(-c3ccccc3[N+](=O)[O-])o2)n1	i	-12	-0.1	1.8	0.0	0	-2.4	-1	0.6
O=C(COC(=O)Cn1c(C(F)(F)F)nc2ccccc21)Nc1ccc2c(c1)OCCO2	i	-11	·	·	-0.9	-2	-1.2	4	0.6
Cc1cc2c(ncn2C(C)C)c(NS(=O)(=O)c2ccc(F)cc2)c1C	i	-8	-0.7	·	-0.7	-9	-3.5	4	-1.9
COc1ccccc1C#Cc1ccc2c(=O)c3ccccc3n(C)c2c1	-1.4	9	-0.7	-1.9	-0.4	5	0.6	3	0.3
CCOc1ccc(N2CC(C(=O)Nc3ccc(S(=O)(=O)Nc4ncccn4)cc3)CC2=O)cc1 (stereo unspecified)	2.6	-4	·	-0.9	0.0	2	-1.2	10	1.2
Cc1ccc(CCNC(=O)C2CCN(C(=O)c3sccc3-n3cccc3)CC2)cc1	-0.3	30	·	·	0.5	1	-1.3	2	2.3
O=[N+]([O-])c1cccc(-c2nnc(C3CC3)o2)c1	i	20	0.6	·	-1.5	2	-1.5	2	-2.7
Cc1ccccc1OCC(=O)N/N=C1\CC(=O)CC(C)(C)C1	i	5	-0.2	-2.4	-0.6	1	0.9	10	-3.6
CCc1ccc(/C([O-])=C(/C(=S)NCCN2CCOCC2)[n+]2ccccc2)cc1	-0.4	3	-0.1	0.4	-1.8	6	-0.8	4	-1.1
COc1ccc(CN(Cc2ccccn2)S(=O)(=O)c2ccc(-n3cnnn3)cc2)cc1	-0.3	8	·	1.1	-0.3	-1	-4.4	-8	-2.9
CCOC(=O)c1ccccc1NC(=O)c1cc2ccccc2o1	-0.3	7	0.6	-1.7	-0.8	2	0.1	8	-0.2
Cc1cc(-c2ccccc2)nc(N(C)N)c1S(C)(=O)=O	-0.6	17	0.7	·	-0.3	19	-0.6	10	0.3
COc1ccc(S(=O)(=O)NC2CCN(Cc3ccccc3)CC2)cc1NC(C)=O	-5.2	7	0.8	·	-0.7	-4	-3.2	-7	-0.6
CC(NO)/C(=N\O)c1cccs1 (stereo unspecified)	-0.6	4	0.5	-0.4	1.8	0	-2.4	-2	2.1
O=C(NN1C(=O)c2ccccc2C1=O)C1C2CCCCC21 (stereo unspecified)	-3.3	3	0.7	·	-0.2	-1	1.0	7	-2.7
Clc1ccc(CCC(Cn2ccnc2)Sc2c(Cl)cccc2Cl)cc1 (stereo unspecified)	0.7	47	1.4	0.6	120*	6	-5.0	-4	1.5
COc1cccc(-c2cc3nc(NCCN4CCCC4)n(C)c(=O)c3s2)c1	-0.6	-3	-0.5	-0.4	·	4	-20	20	·
O=C(CSc1nc2c(c(=O)n1-c1ccc(Br)cc1)SCC2)NCC1CCCO1 (stereo unspecified)	i	-7	·	5.7	-1.5	1	-3.3	19	-1.5
CC(C)(C)NC(=O)c1ccc2c(c1)N(CC(=O)N1CCCCC1)C(=O)C(C)(C)O2	i	-12	0.3	-1.1	0.9	0	-2.4	4	1.0
CCCCSCc1cc(C(=O)O)oc1C(C)(C)C	i	2	1.4	·	-1.0	0	-1.9	6	-0.6
OCc1nc2ccccc2n1/N=C/c1cccs1	i	-1	1.4	-0.9	-1.9	-4	-5.9	30	-1.3
COc1ccc2nc(N3CCC(C)CC3)c(C#N)cc2c1	1.1	4	·	0.2	0.6	9	0.3	2	2.3
Cc1ccc(NC(=O)/C=C/c2cccc(C(F)(F)F)c2)cc1	-3.4	-8	0.1	·	0.3	0	-1.7	5	-2.1
O=[N+]([O-])c1ccc(Oc2ccc(F)cc2)c2ccncc12	i	6	·	-0.6	-0.6	1	-2.1	7	1.9

In the list so far, 4 contain a Cl atom.
SMILES	Vc quorum ag	Y pestis TopoI	TcdB inh	BioA inh	PfHsp40 rescue	FBA Mtb inh	FadD28 FP inh	GDH-TPI counter	Mtb UGM inh
Cc1ccc2nc(COC(=O)c3cccnc3Cl)cc(=O)n2c1	-2.5	-8	-0.1	1.8	·	14	-3.2	17	·
CCN(c1ccccc1)S(=O)(=O)c1ccc(Cl)c(NC(=O)CN(C)C2CCN(C)CC2)c1	-0.5	-4	1.6	1.3	0.4	2	-0.3	-5	-0.9
O=C(c1cccn(Cc2ccc(Cl)c(Cl)c2)c1=O)N1CCOCC1	0.2	-8	·	-0.2	-0.6	3	-2.7	-8	0.7
Clc1ccc(CCC(Cn2ccnc2)Sc2c(Cl)cccc2Cl)cc1 (stereo unspecified)	0.7	47	1.4	0.6	120*	6	-5.0	-4	1.5

(more compounds)
SMILES	Vc quorum ag	Y pestis TopoI	TcdB inh	BioA inh	PfHsp40 rescue	FBA Mtb inh	FadD28 FP inh	GDH-TPI counter	Mtb UGM inh
CC(Oc1ccc(Cl)cc1)c1ccn[nH]1 (stereo unspecified)	-0.1	5	-0.2	0.0	-1.0	0	-1.7	5	0.9
CCOc1ccc(C(O)c2nccn2C)cc1 (stereo unspecified)	-3.2	4	·	2.7	2.7	-1	-3.2	7	-2.4
CCN1CCN(C(=O)c2ccccc2N(Cc2ccccc2)S(C)(=O)=O)CC1	i	-2	·	-0.4	0.1	0	-2.0	-2	-1.2
CSc1ccc(CCNC(=O)c2cc(-c3ccccc3)c(N3CCOCC3)s2)cc1	6.2	32	0.9	0.5	0.9	3	-3.5	19	0.9
COc1ccc(C2OC(=O)CC2C(=O)NC2CCCCCC2)cc1OC (stereo unspecified)	i	4	-0.2	·	-0.2	-5	-3.3	-3	0.5
O=C(C[C@H]1C[C@@H]2c3cc(NS(=O)(=O)c4ccccc4)ccc3O[C@@H]2[C@H](CO)O1)N1CCOCC1	2.3	3	-1.1&-2.2	0.5&-1.2	·	-2	-3.8	11	·
CC(=O)Nc1ccc(C=NNc2ccc([N+](=O)[O-])cc2S(=O)(=O)Nc2ccccc2C(=O)O)cc1	i	-14	-11	2.7	2.4	0	-10	10	1.2
CC(Oc1ccccc1)C(=O)OCC(=O)NC(=O)NC1CCCCC1 (stereo unspecified)	-1.0	34	-0.6	0.6	-1.5	-2	-0.4	-4	0.8
COC(=O)c1nn(-c2cccc(Cl)c2)cc(OC)c1=O	-1.2	0	0.2	0.2	-0.9	-2	·	30	0.7
COc1ccc(N2C(=O)C(CC(=O)Nc3ccccc3)N(CCc3ccc(OC)c(OC)c3)C2=O)cc1 (stereo unspecified)	0.4	-5	0.7	·	0.0	3	-3.5	-4	-1.6
O=S(=O)(c1cccc(-c2nnc(-c3cccnc3)o2)c1)N1CCCCC1	-2.9	13	·	1.9	-1.4	-2	-3.1	5	1.1
COc1ccc(CNC(=O)c2oc3ccc(S(=O)(=O)N4CCOCC4)cc3c2C)cc1	0.6	5	0.4	0.1	0.1	4	-2.3	-2	0.2
O=C1c2ccccc2C(O)N1c1cccnc1 (stereo unspecified)	-0.1	7	1.1	2.5	-2.1	3	0.4	11	3.3
COc1ccc(OC)c(CCNC(=O)c2ccc(CS(=O)Cc3ccc(Cl)cc3)o2)c1 (stereo unspecified)	i	27	-1.6	2.5	1.0	-2	-2.3	6	1.0
CCCCN(CCCC)CCNC(=O)c1cn(C)c2ccc(S(=O)(=O)N(C)C3CCCCC3)cc2c1=O	i	35	0.6	-0.3	0.1	-5	-1.7	1	-2.2
CC(=O)c1cnc2nc(C(F)(F)F)nn2c1C	-7.2	1	·	-0.4	0.3	1	-1.4	-3	1.1
c1ccc(Nc2cccc3c(Nc4ccccc4)cccc23)cc1	-2.2	-9	1.1	4.6	-1.4	28*	-2.5	11	0.8
Cc1oc(-c2cc(F)ccc2F)nc1CN1CCN(C)C(=O)[C@@H]1C	i	5	1.4	·	-1.5	-2	0.5	8	-1.4
